FadD28 binding – inhibitors of Mycobacterium tuberculosis FadD28 bisubstrate binding | inhibition, % at 12.5 µM | FadD28 bisubstrate probe binding, fluorescence polarization | 360,000 compounds, 0.22% hits; in the data active means inhibition above about 8.5%, passing the limit was not always enough; inconclusive means no clear call, values can overlap the other calls
PrPC TRFRET – reduces human prion protein on the cell surface; P04156; inhibition, % at 13.8 µM; 370,000 compounds, 0.43% hits; cell surface PrPC, TR-FRET read-out; AID 720596; in the data active means inhibition above about 24%; further: 0% = median of the test wells and 100% = reference compound wells
GDH-TPI counter – counter-screen for M. tuberculosis FBA inhibitors: GDH-TPI coupled enzymes | GDH-TPI coupled enzyme counterscreen, NADH absorbance | inhibition, % at 4.8 µM | 360,000 compounds, 1.2% hits | AID 588335;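 further: 0% = DMSO wells and 100% = wells lacking the enzyme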
BoNT A protease – inhibitors of Botulinum neurotoxin A light chain protease; AID 588499; 360,000 compounds, 0.17% hits; inhibition, % at 10 µM; multiplex microsphere protease substrate cleavage, flow cytometry; in the data active means inhibition above about 30%; inconclusive means no clear call, values can overlap the other calls; further: plate controls were buffer without enzyme for full effect and enzyme alone for no effect
Mtb BioA inh – blocks M. tuberculosis BioA enzyme activity; 360,000 compounds, 0.096% hits; inhibition, % at 9.99 µM; purified M. tuberculosis BioA enzyme, plate reader; in the data active means inhibition above about 40%; inconclusive means no clear call, values can overlap the other calls
BoNT F protease – BoNT F light chain protease inhibition; Multiplex microsphere protease cleavage assay, flow cytometry; 360,000 compounds, 0.22% hits; AID 588497; inhibition, % at 10 µM; in the data active means inhibition above about 35%, passing the limit was not always enough; inconclusive means no clear call, values can overlap the other calls; further: plate controls were buffer without enzyme for full effect and enzyme alone for no effect
CCHFV vOTU inh – CCHFV vOTU protease inhibition. Pep-AMC fluorescence. inhibition, % at 11.5 µM. 370,000 compounds, 0.55% hits. AID 651958; further: 0% = vehicle wells with enzyme and 100% = no enzyme wells
Mtb UGM inh – inhibitors of M. tuberculosis UDP-galactopyranose mutase; P9WIQ1; purified UGM, fluorescence polarization probe displacement; inhibition, % at 10 µM; 320,000 compounds, 0.06% hits; AID 504406; in the data active means inhibition above about 10%, passing the limit was not always enough; inconclusive means no clear call, values can overlap the other calls
Target sequence (P9WIQ1 whole entry, looked up): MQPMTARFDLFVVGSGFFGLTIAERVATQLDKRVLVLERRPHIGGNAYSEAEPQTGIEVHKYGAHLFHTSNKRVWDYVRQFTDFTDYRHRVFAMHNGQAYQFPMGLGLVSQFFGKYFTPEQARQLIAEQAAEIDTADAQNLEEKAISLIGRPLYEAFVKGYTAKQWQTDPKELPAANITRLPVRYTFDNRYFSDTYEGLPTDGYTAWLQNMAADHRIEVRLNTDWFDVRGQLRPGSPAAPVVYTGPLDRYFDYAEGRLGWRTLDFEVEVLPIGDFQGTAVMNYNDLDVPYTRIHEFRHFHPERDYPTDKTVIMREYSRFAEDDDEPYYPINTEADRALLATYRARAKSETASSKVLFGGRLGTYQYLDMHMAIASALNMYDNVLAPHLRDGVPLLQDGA
Mtb FBA inh – inhibits M. tuberculosis FBA enzyme; P9WQA3; purified M. tuberculosis FBA, fluorescence read-out; inhibition, % at 1 µM; 360,000 compounds, 2.3% hits; in the data active means inhibition above about 27%;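 further: 0% = vehicle and 100% = reference inhibitor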
Target sequence (P9WQA3 whole entry, looked up): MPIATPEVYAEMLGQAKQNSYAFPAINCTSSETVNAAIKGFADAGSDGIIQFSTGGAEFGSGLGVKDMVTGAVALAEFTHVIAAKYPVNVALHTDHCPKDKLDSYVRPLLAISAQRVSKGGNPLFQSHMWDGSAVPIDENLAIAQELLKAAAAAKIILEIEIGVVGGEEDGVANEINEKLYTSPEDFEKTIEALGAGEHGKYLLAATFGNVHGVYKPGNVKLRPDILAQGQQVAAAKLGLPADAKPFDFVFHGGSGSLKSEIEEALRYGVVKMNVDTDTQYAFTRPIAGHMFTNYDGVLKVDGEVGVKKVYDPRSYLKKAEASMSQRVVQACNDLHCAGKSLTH
An asterisk follows results filed as active; ? = inconclusive; nt = not tested or not shown. Unless noted, no stated cut-off is given here; in the data, active means inhibition above about 30%; inactive means the rest.

nr	canonical_smiles	FadD28 binding	PrPC TRFRET	GDH-TPI counter	BoNT A protease	Mtb BioA inh
1	O=C(CNC(=O)C12CC3CC(CC(C3)C1)C2)OCC(=O)N1CCCCC1	0.4	-4.0	13.2	0.3	-3.4
2	COCCNC(=S)NN(c1ccccc1)c1ccccc1	0.1	-6.5	1.2	0.0	nt
3	Cn1c(SCC(=O)N2CCN(S(=O)(=O)c3ccc(Cl)cc3)CC2)nc2ccccc21	-1.5	0.0	-0.3	-1.2	-1.2
4	O=C(CSc1nnc(CNC(=O)c2ccccc2)o1)NCc1ccc2c(c1)OCO2	-0.6	-8.5	3.5	1.1	-0.5
5	COc1cccc(-c2cc(C(=O)N3CCN(C(=O)c4ccco4)CC3)on2)c1	-1.4	1.6	2.7	-2.2	-2.6
6	CCc1nnc(NC(=O)CSc2ccc(Cl)cc2)s1	-0.7	1.2	3.4	0.1	-1.5
7	O=C(CCNC(=O)c1ccccc1Cl)NN1C(=O)NC2(CCCCC2)C1=O	-2.9	-1.9	-5.6	-1.2	-1.0
8	COc1ccc(C2CCCCCN2C(=O)C2CCN(S(=O)(=O)c3ccc(C)cc3)CC2)cc1 (configuration not stated)	-3.7	-2.7	8.8	0.0	-1.6
9	COC(=O)c1sc2nc(-c3ccccc3)nc(N3CCN(C)CC3)c2c1C	-1.1	-8.6	19.8	2.5	4.2
10	O=C(NC1CCN(Cc2ccccc2)CC1)c1cc(S(=O)(=O)N2CCOCC2)ccc1Cl	0.5	-4.0	0.7	-0.5	-3.1

nr	BoNT F protease	CCHFV vOTU inh	Mtb UGM inh	Mtb FBA inh
1	-6.9	-6.2	3.8	3.8
2	-4.6	9.6	0.8	-0.5
3	-12.9	16.5	1.6	-0.1
4	8.8	-4.4	0.3	2.8
5	-1.3	17.0	0.5	1.2
6	9.3	8.5	-0.3	3.5
7	5.5	-4.2	0.6	-1.2
8	-0.3	1.8	nt	-4.2
9	-1.1	-1.0	nt	10.9
10	-9.3	13.9	nt	-1.5

(more compounds)
nr	canonical_smiles	FadD28 binding	PrPC TRFRET	GDH-TPI counter	BoNT A protease	Mtb BioA inh
11	CC(C)[C@H](NC(=O)C1CC(=O)N(c2ccc3c(c2)OCO3)C1)C(=O)NC1CCCC1 (some centres not stated)	-1.8	9.1	6.9	-0.5	-3.3
12	CC(C)c1cc(N=O)cc(C(C)C)c1O	-0.9	-20.6	30.2	0.2	nt
13	CCCCn1c(NCc2ccccn2)nc2ccccc21	0.2	-3.9	-6.7	-1.1	1.8
14	COc1cccc(NC(=O)CN(C)C(=O)c2c(-c3c(F)cccc3Cl)noc2C)c1	nt	-6.5	4.0	0.5	-0.7
15	COc1ccc(C(CNC(=O)COc2ccc(F)cc2Cl)N2CCOCC2)cc1 (configuration not stated)	0.4	2.5	-1.1	nt	nt
16	Cc1noc(C)c1CSCC(=O)N(CC(C)C)c1c(N)n(Cc2ccccc2)c(=O)[nH]c1=O	-2.2	-5.5	-1.4	-0.5	nt
17	CSCC[C@H](NC(=O)c1cccs1)C(=O)N1CCC2(CC1)NCCc1[nH]cnc12	-5.3	0.7	-4.3	-1.3	-1.2
18	O=C(CSc1ccc(Cl)cc1)Nc1ccc(N2CCN(C(=O)c3ccc(Cl)cc3)CC2)cc1	-1.0	-6.7	4.3	0.9	0.6
19	CN1CCCC(C(O)(c2ccccc2)c2ccccc2)C1 (configuration not stated)	-1.4	-3.0	15.7	-0.6	-1.3
20	O=C(C[n+]1ccc(C(=O)c2ccccc2)cc1)Nc1ccccc1OC(F)F	-2.8	-58.8	1.3	54.9*	0.3

nr	BoNT F protease	CCHFV vOTU inh	Mtb UGM inh	Mtb FBA inh
11	-5.5	16.7	0.5	-0.8
12	-5.6	18.9	nt	3.4
13	2.3	2.0	0.4	-2.3
14	-3.2	-2.1	-1.1	2.4
15	nt	3.7	nt	1.0
16	-10.2	10.5	4.7	-2.7
17	-5.0	-10.5	0.6	-6.5
18	-6.0	-6.3	-0.2	2.2
19	?	-11.8	3.5	3.9
20	32.4	5.3	-2.7	-3.7

(more compounds)
nr	canonical_smiles	FadD28 binding	PrPC TRFRET	GDH-TPI counter	BoNT A protease	Mtb BioA inh
21	Cc1onc(-c2c(F)cccc2Cl)c1-c1nnc(-c2ccc(C(F)(F)F)cc2)o1	-3.6	-2.8	-13.3	-1.6	-1.2
22	NS(=O)(=O)c1ccc2nc(NC(=O)C3=COCCO3)sc2c1	0.7	-4.3	17.9	-0.6	0.4
23	Cc1ccc(S(=O)(=O)NC(=O)Nn2c(C)nnc2C)cc1	0.5	6.4	-2.7	-0.1	-0.2
24	O=C(C1=C[C@@H](c2ccccc2)C[C@@H](OCCCCO)O1)N1CCN(Cc2ccc3c(c2)OCO3)CC1	-2.4	-0.8	-1.8	0.0	0.8
25	Nc1ccc(O)cc1C(=O)OCC(=O)c1ccc(C2CCCCC2)cc1	1.4	0.7	4.3	-0.8	nt
26	O=C(Nc1nccs1)c1cc(-c2ccccc2)nc2ccccc12	-1.9	4.3	8.4	-0.7	nt
27	O=C(CSc1nnc(-c2ccccc2F)n1C1CC1)N1CCCC1	-2.3	0.5	4.5	-0.4	1.4
28	O=C(NC1CCCc2ccccc21)C1CCN(S(=O)(=O)c2ccccc2)CC1 (configuration not stated)	0.3	-3.4	-3.7	1.1	-2.9
29	CCC1CCCCN1CCNC(=O)C1CCN(S(=O)(=O)c2c(C)noc2C)CC1 (configuration not stated)	0.0	-3.5	1.5	0.7	-1.7
30	COc1ccc(N2CCN(Cc3nc4c(c(=O)[nH]c(=O)n4C)n3Cc3cccc(Cl)c3)CC2)cc1	-14.4	-4.7	-6.2	-0.2	-3.5

nr	BoNT F protease	CCHFV vOTU inh	Mtb UGM inh	Mtb FBA inh
21	?	0.1	2.2	0.2
22	-8.3	5.3	-0.7	1.7
23	4.9	12.7	-0.4	-2.4
24	4.9	5.0	0.4	1.0
25	-9.5	4.0	-1.1	8.7
26	-0.4	7.4	-4.9	-0.3
27	-6.8	-5.0	nt	-1.9
28	0.9	-13.3	0.7	4.5
29	14.5	8.3	-0.2	2.2
30	-5.4	-4.8	1.1	-0.5

Carrying on.
nr	canonical_smiles	FadD28 binding	PrPC TRFRET	GDH-TPI counter	BoNT A protease	Mtb BioA inh
31	CSCCC(NS(=O)(=O)c1ccc(C)cc1)C(=O)N1CCCCCCC1 (configuration not stated)	-3.0	-5.7	-2.2	-0.2	-0.2
32	Cc1nn(-c2cc(C(F)(F)F)ccn2)c(=O)o1	-0.3	7.9	3.4	4.0	-1.3
33	C/C(=N\NC(=O)c1cc(-c2ccc(C)s2)[nH]n1)c1ccncc1	-7.1	-7.0	-2.3	-1.6	-0.9
34	CCCCNC(=S)NNC(=O)C12CC3CC(CC(C3)C1)C2	-1.8	6.1	6.1	-0.4	nt
35	COc1ccc(CNC(=O)C2(C)Cc3c(-c4ccc(N(C)C)cc4)ccnc3O2)cc1OC (configuration not stated)	-2.8	16.1	19.5	-0.1	-0.4
36	CC1CCCCC1NC(=O)C1CCC(CNS(=O)(=O)c2ccc(F)cc2)CC1 (configuration not stated)	-2.7	1.3	1.5	0.8	-1.9
37	C/C(=N\NC(=S)Nc1cc(S(=O)(=O)N2CCOCC2)ccc1Cl)c1ccccc1F	-3.6	5.5	6.9	0.2	0.0
38	CC(C)(C)Nc1ncnc2sc(-c3ccccc3)cc12	-1.5	11.4	15.6	-1.1	-0.4
39	CN(Cc1cccs1)C(=O)CSc1nc2ccccc2[nH]1	-0.9	-2.1	-5.1	-0.5	nt
40	Cc1ccc(C)c(S(=O)(=O)Nc2ccc(C(=O)NCCCN3CCOCC3)cc2)c1	0.6	-5.2	5.8	3.3	nt

nr	BoNT F protease	CCHFV vOTU inh	Mtb UGM inh	Mtb FBA inh
31	-1.7	5.8	-2.1	-0.7
32	?	-0.9	-0.4	-2.2
33	-21.1	2.5	-0.7	2.1
34	-7.2	9.1	0.0	5.9
35	-1.4	-37.9	nt	54.6*
36	-11.3	-4.6	-2.7	-2.0
37	1.0	-5.0	0.2	-0.2
38	-22.1	-6.8	-3.2	19.9
39	-2.1	18.8	0.7	0.0
40	-2.6	-0.3	-1.5	-0.1

Quoted at random: 5 compounds from above, in no set order.
nr	canonical_smiles	FadD28 binding	PrPC TRFRET	GDH-TPI counter	BoNT A protease	Mtb BioA inh
35	COc1ccc(CNC(=O)C2(C)Cc3c(-c4ccc(N(C)C)cc4)ccnc3O2)cc1OC (configuration not stated)	-2.8	16.1	19.5	-0.1	-0.4
9	COC(=O)c1sc2nc(-c3ccccc3)nc(N3CCN(C)CC3)c2c1C	-1.1	-8.6	19.8	2.5	4.2
8	COc1ccc(C2CCCCCN2C(=O)C2CCN(S(=O)(=O)c3ccc(C)cc3)CC2)cc1 (configuration not stated)	-3.7	-2.7	8.8	0.0	-1.6
24	O=C(C1=C[C@@H](c2ccccc2)C[C@@H](OCCCCO)O1)N1CCN(Cc2ccc3c(c2)OCO3)CC1	-2.4	-0.8	-1.8	0.0	0.8
29	CCC1CCCCN1CCNC(=O)C1CCN(S(=O)(=O)c2c(C)noc2C)CC1 (configuration not stated)	0.0	-3.5	1.5	0.7	-1.7

nr	BoNT F protease	CCHFV vOTU inh	Mtb UGM inh	Mtb FBA inh
35	-1.4	-37.9	nt	54.6*
9	-1.1	-1.0	nt	10.9
8	-0.3	1.8	nt	-4.2
24	4.9	5.0	0.4	1.0
29	14.5	8.3	-0.2	2.2

(more compounds)
nr	canonical_smiles	FadD28 binding	PrPC TRFRET	GDH-TPI counter	BoNT A protease	Mtb BioA inh
41	CCOC(=O)c1sc(Nc2nc(C)cc(OC)n2)nc1C	-1.8	-9.2	3.5	-1.3	0.9
42	Cc1ccc(-c2csc3ncnc(Nc4ccc(N5CCOCC5)cc4)c23)cc1	-3.0	-3.7	1.7	1.1	0.3
43	O=[N+]([O-])c1cc(CN2CCCC2)c2cccnc2c1O	0.0	nt	14.3	-3.4	nt
44	Cc1ccnn1CC(=O)N/N=C/c1ccco1	-3.3	-2.9	-8.7	1.0	-1.1
45	O=C(NCc1cccnc1)c1cc(C2CCCN(C(=O)c3cccs3)C2)on1 (configuration not stated)	-3.2	6.0	-3.5	-0.2	0.4
46	O=C(Cc1ccccc1)N1CCN(C(=O)c2ccc([N+](=O)[O-])cc2)CC1	-1.5	-19.1	-3.5	-0.9	nt

nr	BoNT F protease	CCHFV vOTU inh	Mtb UGM inh	Mtb FBA inh
41	-6.0	-7.8	1.8	-2.1
42	?	3.6	-1.6	6.0
43	-18.1	nt	1.1	-6.2
44	10.7	-6.9	1.1	1.2
45	4.5	13.8	nt	-2.1
46	-1.3	-5.5	-1.1	2.8

3 entries from above, arranged by molar mass, ascending:
nr	canonical_smiles	FadD28 binding	PrPC TRFRET	GDH-TPI counter	BoNT A protease	Mtb BioA inh
43	O=[N+]([O-])c1cc(CN2CCCC2)c2cccnc2c1O	0.0	nt	14.3	-3.4	nt
45	O=C(NCc1cccnc1)c1cc(C2CCCN(C(=O)c3cccs3)C2)on1 (configuration not stated)	-3.2	6.0	-3.5	-0.2	0.4
42	Cc1ccc(-c2csc3ncnc(Nc4ccc(N5CCOCC5)cc4)c23)cc1	-3.0	-3.7	1.7	1.1	0.3

nr	BoNT F protease	CCHFV vOTU inh	Mtb UGM inh	Mtb FBA inh
43	-18.1	nt	1.1	-6.2
45	4.5	13.8	nt	-2.1
42	?	3.6	-1.6	6.0
